Screening data deposited in PubChem by National Center for Advancing Translational Sciences (NCATS).
ALOX12 inh: blocks human arachidonate 12S-lipoxygenase. purified 12hLO, xylenol orange hydroperoxide absorbance. Potency, µM (titrated, usually from 108 µM), for inactives: at the top dose activity change, negative = inhibition, actives largely listed as inhibitors. 580,000 tested, 1.1% active. AID 1671190; active = well fitted inhibition curve with a large enough effect; inconclusive = small, poorly fitted or top-dose-only effect, or another doubt; inactive = no such curve, though single readings can be large or run the other way
Target sequence (P18054 whole entry, looked up): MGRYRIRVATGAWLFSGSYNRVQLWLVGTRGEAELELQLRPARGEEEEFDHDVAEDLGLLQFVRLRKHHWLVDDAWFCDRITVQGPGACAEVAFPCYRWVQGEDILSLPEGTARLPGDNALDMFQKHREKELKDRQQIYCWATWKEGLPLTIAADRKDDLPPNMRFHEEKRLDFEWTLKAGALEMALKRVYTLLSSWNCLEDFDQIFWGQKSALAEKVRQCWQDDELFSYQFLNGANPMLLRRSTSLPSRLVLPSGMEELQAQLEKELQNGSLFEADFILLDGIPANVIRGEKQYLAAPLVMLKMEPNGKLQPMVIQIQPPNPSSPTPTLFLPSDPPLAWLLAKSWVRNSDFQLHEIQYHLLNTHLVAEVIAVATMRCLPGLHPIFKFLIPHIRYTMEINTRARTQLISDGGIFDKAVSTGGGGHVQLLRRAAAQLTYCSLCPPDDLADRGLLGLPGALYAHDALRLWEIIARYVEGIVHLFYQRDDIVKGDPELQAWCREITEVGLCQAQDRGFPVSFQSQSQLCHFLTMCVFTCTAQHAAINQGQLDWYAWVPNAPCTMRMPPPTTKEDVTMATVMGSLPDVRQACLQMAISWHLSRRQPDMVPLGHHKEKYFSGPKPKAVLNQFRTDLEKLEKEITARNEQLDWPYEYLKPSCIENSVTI
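Purified human 12hLO (150 nM final) in 25 mM Hepes, 0.01% Triton X-100, pH 7.0 was preincubated 15 min at room temperature with compound. Then 40 uM arachidonic acid was added, 30 min. Hydroperoxide was read by Fe-XO absorbance ratio 573/405 nm.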
Active calls of the source: *; ? = inconclusive; [ ] = another dose, or the depositor's remark. % is set by controls: 0 for no effect and ±100 for the full control effect; potency is the fitted concentration of half-maximal effect. Some of the compounds tested; rates above refer to the full screens.

SMILES	ALOX12 inh
COc1ccc(C2C(C(=O)OC(C)(C)C)=C(C)N=C3SC=C(CC(=O)NCC4CC4)N32)cc1OC (stereo unspecified)	49%
CC(CNC(=O)C1CCN(C(=O)c2ncn3c2COC(c2ccccc2)C3)CC1)c1ccccc1 (stereo unspecified)	30%[activator]
CN1C(=O)C(C(Nc2ccccc2)c2ccc(F)cc2)c2ccccc21 (stereo unspecified)	-1%
O=C(CN1C(=O)CCC1=O)N1CCCCCCn2c(nnc2-c2ccc(F)cc2)CC1	39%[activator]
CN1C(=O)C2(CCN(C(=O)c3ccc(S(N)(=O)=O)cc3)CC2)c2ccccc21	-8%
CCN1c2cc(C(N)=O)ccc2C(=O)N2CCCCC21 (stereo unspecified)	37%[activator]
O=C([C@@H]1C[C@H](Oc2cccnc2)CN1C(=O)CCc1ccccc1)N1CCOCC1	19%
CC(C)C[C@@H]1N[C@H](C(=O)N2CCC(NC(=O)c3ccccc3)CC2)Cc2c[nH]c3cccc1c23	45%[activator]
CC1=C[C@@H](CN2CCC(O)CC2)[C@H](C(C)C)C[C@H]1Cc1nnc(-c2ccc(N(C)C)cc2)o1	14%
Cc1cc(C)n2nc(CC(=O)NCc3cc(-c4ccco4)on3)nc2n1	66%[activator]
O=C(c1cc(-c2cccs2)[nH]n1)N1CCc2c(nc(-c3ccccc3)[nH]c2=O)C1	23%
COc1ccc(S[C@]2(c3nc(C)no3)CC(=O)N(P(=O)(OC)OC)[C@@H]2c2ccc(OC)cc2)cc1	?
Fc1ccc(-c2nnc3ccc(NC4CCC4)nn23)nc1	3%[176 µM]
Cc1ccnc(NC(=O)C2CC(=O)N(c3n[nH]c4cccc(F)c34)C2)c1 (stereo unspecified)	39%
Cn1ncc(N2CCC(CNC(=O)c3cccc4ncccc34)C2)cc1=O (stereo unspecified)	16%
COc1cc(=O)n2c(c1C(=O)Nc1ccc3c(c1)OCCO3)CCCC2	5%
COc1ccc([C@H]2C[C@@H](O)[C@@H](O)[C@@H]2NC(=O)C(C)C)cc1	46%[activator][176 µM]
CCOC(=O)C1(Cc2ccccc2F)CCCN(C(=O)C2=C(C)OCCO2)C1 (stereo unspecified)	33%
COCCn1c(C)nnc1-c1cc(Nc2ccccc2)ccn1	31%[activator][176 µM]
CCSc1ncc(CN2CCN(c3nc(C)cnc3C)CC2)cn1	?
C[S+](=O)([O-])N1CCCC2(CC(c3ccccn3)=NO2)C1 (stereo unspecified)	12%[12.5 µM]
Cc1cc(S(=O)(=O)N2CCC(c3noc(COc4ccc(F)cc4)n3)CC2)ccc1F	-6%
O=C(C1CCOCC1)N1CCCC(CCc2ccc(F)c(F)c2)C1 (stereo unspecified)	35%[activator]
Cc1ccccc1CN1[C@@H](C)[C@H](c2ccccc2)Oc2cccc(N3CCCC3)c2S1(=O)=O	20%
COc1cccc(CCNC(=O)c2c(C)noc2-c2ccc(OC(F)(F)F)cc2)c1	26%
Cc1cccc(C(=O)N2CC(N(CC3CC3)C3CCOCC3)C2)c1	40%
CCc1nc(-c2c3n(c(=O)n(CC(N)=O)c2=O)CCCCC3)no1	0%
O=C(c1ccccc1F)N1CCC2(CC1)C(=NC1CCCC1)NC(=O)N2c1cccnc1	2%[6.33 µM]
CNC(=O)c1cccc(-c2ccc(C(C)(C)C#N)cc2)n1	63%[activator]
O=C1CCCCCN1CCC(=O)N1CCn2nc(Cc3ccccc3)cc2C1	44%[activator]
O=S(=O)(c1ccccc1)N1CCC(c2nc(CCOCC3CC3)no2)C1 (stereo unspecified)	33%[activator]
O=C(NCc1nnc2ccc(-c3ccccc3)nn12)c1ccccc1Cl	-4%
Cc1ccc(CNC(=O)CC2=C3CCCCC3N(C(C)C)C2=O)o1 (stereo unspecified)	3%
Cn1ccc2c(C(=O)NCCC(N)=O)nc(-c3cccc(C(F)(F)F)c3)cc21	21%[176 µM]
Cc1ccc(S(=O)(=O)N2CC3=C(c4ccccc4)CC4(C)C(=O)C(C)(C)CC4=C3C2)cc1 (stereo unspecified)	?
COc1cc(CNC(=O)[C@H]2CCC[C@H]2NC(=O)c2ccc(OC)nc2)cc(OC)c1	-7%
Cc1cc(N2CCC(NCc3nc[nH]c3C)CC2)nc(-c2ccccc2O)n1	77%[activator]
O=C(c1csc2nc(-c3cccc(C(F)(F)F)c3)cn12)N1CCN2CCCC2C1 (stereo unspecified)	6%
CN1c2cc(C(=O)Nc3ccc(F)c(F)c3)ccc2C(=O)N2CCCCC21 (stereo unspecified)	12%
CN1C(=O)C2(CCN(C(=O)CCn3cnnn3)CC2)c2ccccc21	-14%

Part of the list above in a different format:
> Cc1ccccc1CN1[C@@H](C)[C@H](c2ccccc2)Oc2cccc(N3CCCC3)c2S1(=O)=O
  ALOX12 inh: 20%
> COc1cccc(CCNC(=O)c2c(C)noc2-c2ccc(OC(F)(F)F)cc2)c1
  ALOX12 inh: 26%
> Cc1cccc(C(=O)N2CC(N(CC3CC3)C3CCOCC3)C2)c1
  ALOX12 inh: 40%

In the list so far, six contain an aryl methoxy group.
SMILES	ALOX12 inh
COc1ccc(C2C(C(=O)OC(C)(C)C)=C(C)N=C3SC=C(CC(=O)NCC4CC4)N32)cc1OC (stereo unspecified)	49%
COc1ccc(S[C@]2(c3nc(C)no3)CC(=O)N(P(=O)(OC)OC)[C@@H]2c2ccc(OC)cc2)cc1	?
COc1cc(=O)n2c(c1C(=O)Nc1ccc3c(c1)OCCO3)CCCC2	5%
COc1ccc([C@H]2C[C@@H](O)[C@@H](O)[C@@H]2NC(=O)C(C)C)cc1	46%[activator][176 µM]
COc1cccc(CCNC(=O)c2c(C)noc2-c2ccc(OC(F)(F)F)cc2)c1	26%
COc1cc(CNC(=O)[C@H]2CCC[C@H]2NC(=O)c2ccc(OC)nc2)cc(OC)c1	-7%

Remaining list, next part
SMILES	ALOX12 inh
CN1c2cc(C(=O)N3CCN(c4ccccc4)CC3)ccc2C(=O)N2CCCCCC21 (stereo unspecified)	5%
C=C1CCC2C(C)(C(=O)O)CCCC2(C)C1CCC(CO)CCO (stereo unspecified)	-1%
COc1ccccc1C(=O)N1CCC(CCOc2ccc(C)cc2)C1 (stereo unspecified)	0%
Cc1ccc2nc(-c3cccc(Br)c3)c(Cc3ccsc3)n2c1	?
CN1CC[C@H]2CN(C(=O)CCCCc3ccccc3)C[C@@]2(C(=O)O)C1	27%
O=C(NCCc1ccccc1)c1ccc2c(c1)OCCN(CCC(F)(F)F)C2	-5%[176 µM]
CC1Oc2ccc(NC(=O)Cc3ccccc3)cc2CN(Cc2ccc(F)cc2)C1=O (stereo unspecified)	?
O=C(NC1CC1)c1cc(C2CC2)nc2onc(C3CCNC3)c12 (stereo unspecified)	-5%[6.33 µM]
O=C1NCCN2CC3(CCN(C(=O)NCc4ccccc4)CC3)CC12 (stereo unspecified)	81%[activator]
COc1ccccc1CCC(=O)N1[C@@H]2CC[C@H]1CC(NC(=O)c1cnc(C)cn1)C2 (stereo partly specified)	8%
O=C(Cn1nc2c(cc1=O)CCCCC2)NC1CCN(Cc2ccc(F)cc2)CC1	14%
O=C(c1cccc(Cl)c1)N1CCC2(CC1)C(=O)NCN2Cc1ccc(Cl)cc1	2%
CCN(C1CCOCC1)C1CN(C(=O)C2CCOC2)C1 (stereo unspecified)	7%
CNC(=O)[C@@H]1C[C@H](n2cc(CNC(=O)Nc3ccc(F)cc3F)nn2)CN1	48%
CN1[C@@H](CCC(=O)N2CCCC2)CNC(=O)[C@@H]2[C@H]1CCN2Cc1ccc(C(F)(F)F)cc1	3%
COc1cccc(S(=O)(=O)N2CCCC(c3nn[nH]n3)C2)c1 (stereo unspecified)	10%
O=C(NC1CCN(c2ccc(F)cc2)C1=O)c1ccccc1C(F)(F)F (stereo unspecified)	32%[activator]
CN(C)C[C@@H]1CN(C)C[C@H]1NC(=O)CCCc1ccccc1	95%[activator]
CC(C)c1noc(-c2cccn3c(CNC(=O)C(C)c4ccccc4)nnc23)n1 (stereo unspecified)	7%
CC1=C[C@@H](CO)[C@H](C(C)C)C[C@H]1CC(=O)NCc1ccc(C(F)(F)F)cc1	19%[176 µM]
Cc1nc(C)c(C(=O)N2CCOCC2CC(=O)NCc2cccnc2)s1 (stereo unspecified)	4%
CNc1nc2cnc(Nc3ccc(F)c(Cl)c3)cc2n1-c1cc(OC)c(OC)c(OC)c1	-24%
CN(Cc1ccc(-c2ccccc2)cc1)C(=O)c1ccc(F)cc1	8%[176 µM]
COc1ccc(S(=O)(=O)N2C[C@@H]3C[C@H](C2)c2ccc(NC(=O)c4ccncc4)c(=O)n2C3)cc1	-15%
CC(=O)N1CC2(CCCN(CC3CC3)C2)Cc2ccccc21 (stereo unspecified)	5%[6.33 µM]
CC(=O)N(C1CCOCC1)C1CCN(C(=O)c2ccccc2)CC1	-8%
Cc1cc(C(=O)N2CC(F)(F)C[C@H]2c2nc(C)no2)on1	29%
Cc1nnc(-c2cc(N3CCN(c4ccccn4)CC3)ccn2)n1-c1ccccc1	33%[activator][176 µM]
Cc1cc(-c2ccc(F)c(C(N)=O)c2)cc(C(C)(C)C)c1	12%
CCOc1ccccc1NC(=O)Cn1c(=O)c(-c2noc(C)n2)c2n(c1=O)CCCCC2	-2%
CCCCCC(=O)N1CCC(O)(c2csc(CN(CC)CC)n2)CC1	33%[activator][176 µM]
CCN1CCC(CCNC(=O)C2N(C(C)C)C(=O)C23CCCCC3)CC1 (stereo unspecified)	38%[activator]
O=C(O)Cn1nc(C2CC2)nc1CCCN1CCCC1=O	19%
COCCOCC1(CNC(=O)c2cc(C)nn2C)C[C@@H](O)[C@@H](O)C1 (stereo partly specified)	?
Fc1ccc(-c2noc([C@@H]3CCCN3Cc3ccc(C(F)(F)F)cc3)n2)nc1	41%[activator][176 µM]
C[S+](=O)([O-])N1CC2(Cc3ccccc31)CN(C(=O)c1ccc(Cl)nc1)C2	49%[activator]
CC(C)CN1C(=O)c2cccn2CC1CNC(=O)c1ccc(F)cc1 (stereo unspecified)	35%[activator]
CCNc1cc(N2CCC(CCC(=O)N3CCCN(c4ncccn4)CC3)CC2)ncn1	15%
Cc1cc(C)cc(C(=O)N2[C@@H]3CC[C@H]2CC(NC(=O)c2cnc(C)cn2)C3)c1 (stereo partly specified)	3%
CN1C(=O)C2(CCN(Cc3ccccc3)C2)c2ccccc21 (stereo unspecified)	53%[activator][176 µM]
O=S(=O)(Cc1ccccc1)N1CCC(OC2CCN(Cc3ccccc3)CC2)CC1	8%
O=S(=O)(NCc1ccc(Cl)cc1)c1ccc(Br)cc1C1CC[C@@H](O)C1 (stereo partly specified)	?
Cc1nc([C@@H]2CN(C(=O)Cc3ccc(S(C)(=O)=O)cc3)C[C@H]2C(N)=O)n[nH]1	17%
Cc1ccccc1CN1Cc2nc(-c3ccc4c(c3)OCO4)ccc2OCC1=O	-16%[176 µM]
CC(C)(C)CN1CC2(C1)C(=O)N(CCCN1CCCC1=O)C(=O)[C@@H]1C[C@@H](O)CN12	5%[176 µM]
CCOc1ccc(C(=O)N2CCCN(c3cc(-c4ccc(Cl)cc4)[nH]n3)CC2)cc1OCC	15%
COc1cccc(C(=O)NCCc2nc(C3CC3)nn2Cc2ccccc2)c1	17%
CN1CCN(c2ccc3ncc(Nc4cccc(C(F)(F)F)c4)n3n2)CC1	66%[activator][176 µM]
O=C(NC1CCN(c2nnc3ccccn23)CC1)c1ccc(Cl)s1	51%[activator]
CCOCc1nc(C2CCCN(C(=O)c3ccccn3)C2)no1 (stereo unspecified)	11%
N[C@H]1CCN2C(=O)c3cc(-c4ccc(F)cc4F)ccc3NC(=O)[C@H]12	-12%[176 µM]
COCCNc1ncccc1-c1noc([C@@H]2CCCN2Cc2ccccc2OC)n1	32%[activator][176 µM]
COc1ccc(-c2cc(N3CCC(NC(=O)C4(c5ccccc5)CC4)CC3)n[nH]2)cc1	65%[activator]
COc1nc2c(cc1CNC(=O)c1cnc(C)nc1)C(=O)N(C1CCCC1)C2	37%[activator]
CC(=O)N1CCC(C2CCN(C(=O)C3CC=CC3)C2)CC1 (stereo unspecified)	3%
C[S+](=O)([O-])N1CC2ON=C(C(=O)NCc3cccnc3)C2C1 (stereo unspecified)	-7%[6.33 µM]
COc1ccccc1C(=O)NCc1c[nH]c2ncccc12	27%[176 µM]
Cc1ccc2c(C(=O)NCc3ccccc3Cl)cc(NC(=O)C(C)C)cc2n1	55%[activator]
CCOC(=O)C1=C(C)N=C2SC=C(CC(=O)N3CCOCC3)N2C1c1cccc([N+](=O)[O-])c1 (stereo unspecified)	28%
Cc1cccc(-c2ocnc2C(=O)N2CCN3CCS(=O)(=O)N(C4CC4)C(=O)C3C2)c1 (stereo unspecified)	9%
The listing continues:
SMILES	ALOX12 inh
Cc1nc(CN(C)C(=O)c2coc(COc3ccc(F)cc3Cl)n2)cs1	44%[activator]
Cc1noc(C)c1[S+](=O)([O-])N1CCCC(c2nn(-c3ccc(F)cc3)c(=O)[nH]2)C1 (stereo unspecified)	14%
Cc1ccc(C)c(S(=O)(=O)N2CCCC(Cn3c(C)nc4cccnc43)C2)c1 (stereo unspecified)	3%
COc1ccc(C(=O)N2CCOCC3(CN(Cc4ccccc4)C3)C2)cc1	3%[176 µM]
CCn1nc(C)c(CN2C[C@@H](CO)[C@H](NC(=O)c3ccccc3)C2)c1C	15%
O=C(NCc1ccc(F)cc1)c1nc(-c2ccc(F)cc2)c2cnccn12	?
Cc1cccc(OCC(=O)c2ccc3c(c2)N(C(C)C(=O)NCC2CCCO2)C(=O)CO3)c1C (stereo unspecified)	34%
COCCN1CCOC[C@H]2CCN(C(=O)c3sc(C)nc3C)C[C@H]21	64%[activator]
Cc1cc(-c2cc(NC(=O)Cc3c(C)[nH]c4ccccc34)ccc2Nc2cccnc2)ccc1F	-6%
